Assay outcomes (PubChem BioAssay)
BRCA1 expr act = increases BRCA1 expression; Potency, µM (doses to about 46.1 µM), for inactives: top-dose activation, actives largely listed as activators; MCF7-BRCA1-FFLuc reporter, luminescence, 48 h; response scale: scaled: vehicle 0%, 10 µM genistein 100%; 380,000 compounds, 1.1% hits; also: nearly all actives have a fitted effect of over 80% in size; some results filed as inactive show a strong effect at the top dose
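MCF7-BRCA1-FFLuc, 2000 cells/well; 2 h attach, 37 °C/5% CO2; compound 48 h; luciferase substrate 15 min; luminescence end-point. Norm. to genistein 10 microM max activation and DMSO; concentration-response curves fitted.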
FLuc counter = inhibits or activates purified firefly luciferase, miR-21 counter-screen. purified FLuc, Km substrates, luminescence inhibition. P08659. Potency, µM (top dose mostly 57.5 µM), without a hit: at the top dose activity change, negative = inhibition, most hits filed as inhibitors. 360,000 compounds, 6.9% hits;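 also: plate controls were vehicle for no effect and reference inhibitor for full effect; nearly all actives have a fitted effect of over 55% in size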
Target sequence (P08659 whole entry, looked up): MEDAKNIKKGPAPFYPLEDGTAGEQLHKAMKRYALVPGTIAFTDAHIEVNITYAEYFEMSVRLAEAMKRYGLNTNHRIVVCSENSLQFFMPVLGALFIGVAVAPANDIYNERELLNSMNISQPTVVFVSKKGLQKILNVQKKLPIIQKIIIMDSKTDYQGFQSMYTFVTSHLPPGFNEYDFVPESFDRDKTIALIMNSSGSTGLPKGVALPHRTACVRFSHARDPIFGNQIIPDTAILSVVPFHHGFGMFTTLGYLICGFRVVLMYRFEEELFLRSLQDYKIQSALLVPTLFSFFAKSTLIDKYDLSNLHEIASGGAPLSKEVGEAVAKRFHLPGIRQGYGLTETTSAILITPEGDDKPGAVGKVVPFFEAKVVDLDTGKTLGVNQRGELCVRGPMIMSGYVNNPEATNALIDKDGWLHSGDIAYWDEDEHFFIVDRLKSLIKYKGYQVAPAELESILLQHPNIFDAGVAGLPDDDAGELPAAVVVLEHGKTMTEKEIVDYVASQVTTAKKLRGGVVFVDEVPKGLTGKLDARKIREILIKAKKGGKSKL
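Purified P. pyralis luciferase (10nM final) with 10uM D-luciferin and 10uM ATP (Km levels) in 50mM Tris acetate pH 7.5, 10mM Mg acetate, 0.01% Tween-20, 0.05% BSA; qHTS 6-point titration, ~60 µM downward; luminescence read.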
NPC1 prom act = activators of NPC1 promoter; 320,000 compounds, 2.4% hits; AID 485313; Huh7 NPC1 promoter luciferase reporter, 24 h; Potency, µM (doses to about 9.22 µM), inactives show at the top dose activation, most hits filed as activators;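 also: % of control where 0% means no effect; nearly all actives have a fitted effect of over 60% in size; reporter is driven by a mutant NPC1 promoter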
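Huh7 cells stably carrying NPC1 promoter–luciferase, plated in Opti-MEM with 10% FBS for 2 h, were exposed to compound in DMSO for 24 h at 37 °C; luciferase reagent was added for 10 min and luminescence read.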
ELG1 genotoxic = genotoxicity induction in ELG1-luciferase HEK293T cells; HEK293T ELG1-luciferase reporter, luminescence, 16 h; Potency, µM (highest dose often 46 µM), without a hit: at the top dose activity change, positive = activation, actives largely listed as activators; 330,000 compounds, 1.3% hits; also: % of control where 0% means no effect; nearly all actives have a fitted effect of over 60% in size
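Reporter readout depends on ELG1 protein level, which increases with genetic stress. After 16 hr compound exposure at 37 °C, luciferase activity was quantified using ONE-Glo.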
uPA generation = blocks generation of uPA at the cell surface; 330,000 compounds, 0.31% hits; cell surface uPA generation assay, qHTS; Potency, µM (doses to about 38.3 µM), for the others: top-dose activity change, negative = inhibition, actives largely listed as inhibitors; AID 540303; active = well fitted inhibition curve with a large enough effect; inconclusive = small, poorly fitted or top-dose-only effect; inactive = no such curve, though single readings can be large or run the other way; tested in mouse RAW 264.7 cells; also: % is scaled to controls: 0 for no effect and ±100 for the full control effect; nearly all actives have a fitted effect of over 55% in size
p53 reactivator = mutant p53 re-activation in reporter cells; H1299 p53-A138V BP100-luciferase reporter, luminescence, 24 h; Potency, µM (titrated, usually from 92.2 µM), without a hit: top-dose activity change, positive = activation, usual class: activators; 320,000 compounds, 0.063% hits; AID 504706; also: % of control where 0% means no effect; nearly all actives have a fitted effect of over 45% in size
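p53-null H1299 cells stably carrying temperature-sensitive p53-A138V and a BP100-luciferase reporter were pinned with compounds (4-point, 1:5 series) and held 24 hrs at 37 deg C. Luminescence was read 10 min after detection reagent.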
Rab9 promoter act = activators of Rab9 promoter | Potency, µM (series often up to 9.22 µM), for inactives: top-dose activation, negative = inhibition, actives largely listed as activators | 320,000 compounds, 2.8% hits | AID 485297 | Huh7 Rab9 promoter-luciferase reporter, luminescence, 24 h; also: % of control where 0% means no effect; nearly all actives have a fitted effect of over 60% in size
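Using Huh7 cells stably transfected with Rab9 promoter–luciferase, compounds were incubated 24 h at 37 °C, 5% CO2; luciferase luminescence was read 10 min after reagent addition.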
RORg inh = ROR gamma (mouse) transcription inhibition; 310,000 compounds, 5.4% hits; AID 2551; P51450; Potency, µM (highest dose often 53.6 µM), inactives show at the top dose activity change, negative = inhibition, usual class: inhibitors; Drosophila S2 Gal4-RORgamma UAS-luciferase reporter, 20 h; also: % is scaled to controls: 0 for no effect and ±100 for the full control effect; nearly all actives have a fitted effect of over 60% in size
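A Gal4/UAS one-hybrid system in insect cells: metallothionein-promoter Gal4–ROR gamma fusion plus Photinus luciferase reporter. Copper sulfate 700 uM final, 20 hr ambient incubation, luminescent detection after 10 min with reagent.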
Gal4-VP16 FLuc = Gal4-VP16 reporter inhibition counter-screen; 310,000 compounds, 3.5% hits; Potency, µM (doses to about 53.6 µM), without a hit: top-dose activity, negative = inhibition, usual class: inhibitors; Drosophila S2 Gal4-VP16 UAS-luciferase, luminescence, 20 h;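 also: Gal4-VP16 expression switched on by copper sulfate through the metallothionein promoter; % is scaled to controls: 0 for no effect and ±100 for the full control effect; nearly all actives have a fitted effect of over 50% in size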
MBNL1 CUG block = inhibitors of human MBNL1 binding to CUG repeat RNA | Q9NR56 | TR-FRET MBNL1-His/biotin-(CUG)12 binding, 665/545 ratio | Potency, µM (series often up to 57.5 µM), for the others: top-dose activity change, negative = inhibition, usual class: inhibitors | 280,000 compounds, 0.036% hits; active = well fitted inhibition curve with a large enough effect in the signal ratio, with a control signal flat, not every such curve was filed as active; inconclusive = small, poorly fitted or top-dose-only effect, or effect the other way, or a change in a side signal; inactive = no such curve, though single readings can be large or run the other way; the % refers to the signal ratio; also: % is scaled to controls: 0 for no effect and ±100 for the full control effect
Target sequence (Q9NR56 whole entry, looked up): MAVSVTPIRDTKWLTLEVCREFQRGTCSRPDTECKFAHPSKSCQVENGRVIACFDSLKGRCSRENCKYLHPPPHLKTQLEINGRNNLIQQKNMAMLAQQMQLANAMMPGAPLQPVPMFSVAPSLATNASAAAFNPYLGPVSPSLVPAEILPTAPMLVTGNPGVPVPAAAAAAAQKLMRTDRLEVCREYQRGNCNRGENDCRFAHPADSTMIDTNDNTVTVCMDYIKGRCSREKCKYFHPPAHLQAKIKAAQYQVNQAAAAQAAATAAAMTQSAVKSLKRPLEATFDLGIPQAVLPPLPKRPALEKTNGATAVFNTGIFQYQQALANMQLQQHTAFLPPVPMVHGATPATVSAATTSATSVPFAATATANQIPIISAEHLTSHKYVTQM
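His-tagged MBNL1 binding to biotinylated (CUG)12 RNA was measured by TR-FRET using terbium anti-His antibody (0.055 ng/ul final) and streptavidin-XL665 (5 nM final). Compounds were titrated 92 nM to 58 uM; 60 min at room temperature.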
CXXC DNA block = blocks binding of human MLL CXXC domain to DNA; Q03164; MLL-CXXC / FITC-HOXA9 DNA fluorescence polarization; Potency, µM (top dose mostly 115 µM), without a hit: at the highest dose activity change, negative = inhibition, actives largely listed as inhibitors; 290,000 compounds, 0.037% hits; active = well fitted inhibition curve with a large enough effect in the polarisation, with a control signal flat, not every such curve was filed as active; inconclusive = small, poorly fitted or top-dose-only effect, or effect the other way, or a change in a side signal; inactive = no such curve, though single readings can be large or run the other way; the % refers to the polarisation
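Purified MLL-CXXC (added from a 7 uM solution) was preincubated 5 min at ambient with pinned compounds in 50 mM Tris-HCl pH 7.5, 50 mM NaCl, 1 mM DTT, 0.05% BSA. Fluorescein-labeled HOX-A9 DNA (50 nM solution) followed, 30 min, then polarization read.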
* marks the source's active call; other numbers are inactive results; ? = inconclusive; nt = not tested or not shown; [ ] = another dose, or the depositor's remark. Unless noted, calls follow the shape of the dose curve; as a rule, active = well fitted curve in the direction sought with a large enough effect; inconclusive = small, poorly fitted or top-dose-only effect, or another doubt; inactive = no such curve, though single readings can be large; an effect the other way counts as inactive or inconclusive. Potency is read from the fitted curve at half-maximal effect. Not all compounds are listed; rates above refer to the full screens.

SMILES	BRCA1 expr act	FLuc counter	NPC1 prom act	ELG1 genotoxic	uPA generation	p53 reactivator	Rab9 promoter act	RORg inh	Gal4-VP16 FLuc	MBNL1 CUG block	CXXC DNA block
Cc1cccc(OCC(=O)NNc2c3ccccc3nc3ccccc23)c1	-65%	?	-29%	0%	nt	0%	-22%	3.5µM*	5µM*	13%	-5%
Cc1cc(NC(=O)CN2CCN(c3ccccc3O)CC2)no1	0%	-1%	-1%	-2%	nt	2%	-3%	?	1%	9%	-4%
CCc1nnc(NC(=O)C2=NN(C3CCS(=O)(=O)C3)C(=O)CC2)s1 (configuration not stated)	-1%	0%	-2%	0%	-5%	0%	-3%	6%	-16%	1%	-1%
CC1(C)Cc2c(cnn2-c2cccc(F)c2)C(NC(=O)c2csnn2)C1 (configuration not stated)	-16%	0%	1%	-4%	-3%	-11%	0%	1%	-8%	-4%	-3%
CCOc1cc(/C=C2\C(=N)N3N=C(C)SC3=NC2=O)ccc1OCCOc1cccc(OC)c1	-7%	-1%	-6%	-1%	?	nt	1%	?	-22%	8%	?
COc1cccc(OC)c1C(=O)N1CCN(S(=O)(=O)c2ccc(C)cc2)CC1	-21%	-1%	nt	nt	6%	nt	nt	6%	11%	-12%	2%
COCCn1c(SCC(=O)N2CCCCCC2)nnc1-c1ccco1	-5%	1%	-1%	0%	0%	-1%	4%	-15%	-1%	-4%	3%
Cc1c(NC(=O)CSc2ncnc3ccccc23)c(=O)n(-c2ccccc2)n1C	-18%	5%	-1%	-6%	-3%	7%	-4%	1%	-7%	-2%	3%
Cc1oc(-c2ccc(C(F)(F)F)cc2)nc1CN(Cc1ccccn1)C[C@@H]1CCC(=O)N1	-36%	-2%	-1%	-7%	-13%	1%	-5%	27%	1%	-1%	7%
COCCNC(=S)Nc1cc(OC)c(NC(=O)c2ccco2)cc1OC	6%	-7%	-1%	5%	1%	0%	1%	-31%	-4%	-7%	-3%
CCN(C(=O)COC(=O)c1cc(-c2ccccc2)nc2c1c(C)nn2-c1ccc(C)cc1)C1CCS(=O)(=O)C1 (configuration not stated)	-14%	2%	-5%	1%	7%	-1%	-11%	20%	-5%	-3%	15%
Cc1ccnc2nc(C(=O)Nc3nnc(-c4ccc(Cl)cc4)o3)nn12	-4%	?	-2%	3%	0%	4%	1%	-2%	-3%	6%	5%
OCc1cn(-c2ccccc2)nn1	-21%	0%	0%	4%	1%	-3%	-6%	-1%	-17%	-8%	-4%
CCN(CC(=O)NC1CCS(=O)(=O)C1)Cc1nc2c(Br)cc(Br)cc2c(=O)[nH]1 (configuration not stated)	0%	-18%	-5%	-3%	-2%	3%	-3%	-36%	-16%	4%	1%
Cn1cccc1C(=S)N1CCOCC1	10%	2%	0%	-4%	5%	12%	-5%	41%	7%	-2%	-1%

The list goes on (3 carried over from the part before).
SMILES	BRCA1 expr act	FLuc counter	NPC1 prom act	ELG1 genotoxic	uPA generation	p53 reactivator	Rab9 promoter act	RORg inh	Gal4-VP16 FLuc	MBNL1 CUG block	CXXC DNA block
OCc1cn(-c2ccccc2)nn1	-21%	0%	0%	4%	1%	-3%	-6%	-1%	-17%	-8%	-4%
CCN(CC(=O)NC1CCS(=O)(=O)C1)Cc1nc2c(Br)cc(Br)cc2c(=O)[nH]1 (configuration not stated)	0%	-18%	-5%	-3%	-2%	3%	-3%	-36%	-16%	4%	1%
Cn1cccc1C(=S)N1CCOCC1	10%	2%	0%	-4%	5%	12%	-5%	41%	7%	-2%	-1%
OC(CCCN1CCCCC1)(c1ccccc1)c1ccccc1	-14%	0%	-7%	-2%	-12%	2%	-3%	-23%	-18%	-19%	0%
O=C(/C=C/c1c(Cl)nc2ccccn12)Nc1ccc(F)cc1	-23%	0%	0%	9%	4%	2%	-3%	-40%	?	nt	7%
CCOC(=O)C1C(=O)CC(C)(O)C(C(=O)OCC)C1c1ccc(Br)cc1 (configuration not stated)	-25%	-3%	0%	-7%	1%	0%	9%	-4%	-9%	-5%	-11%
CCC(C(=O)NC(C)(C)C)N(Cc1ccco1)C(=O)CNS(=O)(=O)c1ccc(OC)cc1 (configuration not stated)	-15%	0%	-6%	2%	0%	-4%	0%	19%	7%	-2%	3%
O=C(O)c1cccc(N2C(=O)/C(=C/c3ccc(SCc4ccc(Cl)cc4)o3)SC2=S)c1	-2%	?	-6%	-5%	8%	-2%	-1%	26%	-16%	16%	41%[activator]
CCOC(=O)CSc1nnc(CNC(=O)Cc2ccccc2)n1C	5%	3%	-3%	-5%	nt	-17%	-5%	-11%	-5%	-4%	6%
O=S(=O)(Nc1cccnc1)c1ccc(Cl)cc1	23%	-1%	-2%	0%	1%	-1%	-4%	7%	0%	-5%	17%
O=C(Nc1nc(-c2ccccc2)cs1)C1CCCO1 (configuration not stated)	?	24µM*	?	?	-6%	?	26%	?	6%	6%	5%
CCC(=O)N1CCC(C(N)=O)(N2CCCCC2)CC1	-2%	1%	-3%	0%	7%	-3%	-5%	0%	3%	-5%	0%
CCOc1c(Cl)cc(CNc2ccc(N3CCCC3)cc2)cc1OC	-94%[inhibitor]	?	14%	?	-8%	3%	22%	-39%	7%	18%	-4%
Cc1sc2ncnc(NCC(O)c3ccc([N+](=O)[O-])cc3)c2c1C (configuration not stated)	-70%	1%	-32%[inhibitor]	-20%	-1%	-3%	-36%[inhibitor]	?	5µM*	?	10%
CN1CCN(c2oc(-c3ccc([N+](=O)[O-])cc3)nc2C#N)CC1	-13%	6%	-5%	1%	9%	0%	-3%	16%	2%	?	-2%
Cc1sc2nc(CN3CCOCC3)nc(N3CCN(S(=O)(=O)c4ccccc4)CC3)c2c1C	-9%	1%	-3%	-2%	-3%	-12%	-5%	nt	nt	nt	nt
COC(=O)C1=C(C)NC(=O)NC1c1ccc(N2CCC(c3ccccc3)=N2)cc1 (configuration not stated)	-21%	-1%	1%	-5%	0%	0%	8%	13%	4%	23%	35%[activator]
Nc1nccnc1C(=O)OCC(=O)NNC(=O)c1ccccc1	-7%	0%	0%	1%	0%	22%	3%	-25%	-7%	17%	-24%
N#Cc1c(-c2ccccc2)nc(-c2ccncc2)[nH]c1=O	-36%	?	-2%	-2%	-11%	0%	-8%	-24%	-6%	-6%	3%
O=C(Nc1ccc(OC(F)(F)F)cc1)C1CCCN(S(=O)(=O)c2cccnc2)C1 (configuration not stated)	-18%	-2%	1%	-7%	-4%	-2%	-4%	?	-2%	1%	-11%
COC(=O)C1=C(C)N(Cc2ccccc2)C(=NCc2ccc(OC)cc2)N[C@H]1c1cccc(F)c1	-15%	1%	-1%	0%	-23%	nt	0%	-36%	-23%	-5%	95%[activator]
COc1ccc(S(=O)(=O)N2CCN(C(=O)c3oc4ccccc4c3C)CC2)cc1	-19%	0%	1%	-13%	-3%	-13%	3%	0%	-10%	-1%	-6%
O=C(CN1CCC(n2nnc3ccccc32)CC1)Nc1ccc2c(c1)CCC2	6%	4%	-2%	0%	-1%	-12%	3%	7%	23%	-1%	4%
CCCNC(=O)c1ccc(Cn2cc(C(F)(F)F)ccc2=O)cc1	0%	-1%	0%	-1%	0%	1%	1%	6%	7%	-2%	10%
O=C(N/N=C/c1ccc(O)cc1)c1nc(-c2ccccc2)n(-c2ccccc2)n1	0%	?	-1%	2%	2%	10%	-4%	21%	15%	12%	4%
CCc1cc(=O)oc2cc(C)cc(OCC(=O)NCc3cccnc3)c12	-18%	-2%	1%	1%	-7%	-1%	1%	2%	-6%	-8%	4%

Laid out differently: results already given.
| canonical_smiles | BRCA1 expr act | FLuc counter | NPC1 prom act | ELG1 genotoxic | uPA generation | p53 reactivator | Rab9 promoter act | RORg inh | Gal4-VP16 FLuc | MBNL1 CUG block | CXXC DNA block |
| --- | --- | --- | --- | --- | --- | --- | --- | --- | --- | --- | --- |
| N#Cc1c(-c2ccccc2)nc(-c2ccncc2)[nH]c1=O | -36% | ? | -2% | -2% | -11% | 0% | -8% | -24% | -6% | -6% | 3% |
| O=C(Nc1ccc(OC(F)(F)F)cc1)C1CCCN(S(=O)(=O)c2cccnc2)C1 (configuration not stated) | -18% | -2% | 1% | -7% | -4% | -2% | -4% | ? | -2% | 1% | -11% |
| COC(=O)C1=C(C)N(Cc2ccccc2)C(=NCc2ccc(OC)cc2)N[C@H]1c1cccc(F)c1 | -15% | 1% | -1% | 0% | -23% | nt | 0% | -36% | -23% | -5% | 95%[activator] |
